# Screens from PubChem BioAssay.
# M5 PAM: CHRM5 positive allosteric modulation; hit rate 0.3% among 360,000; CHO-K1 hM5, Fluo-8 calcium, ACh EC20 PAM; 0% = ACh EC20, 100% = ACh EC100; activation, % at 3 µM;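 active means activation above the run cutoff, the mean activation of all test compounds plus 3 SD, cut at about 18% in these data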
#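 Assay system – human M5 receptor in CHO-K1 cells · Read-out – % activation, ACh-normalized · Technique – Fluo-8 calcium fluorescence · Dosing – single-point, 3 µM nominal · Incubation – Fluo-8 loading 80 min at 37 °C plus 30 min room temperature · Repeats – singlicate, one well per test compound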
# IDE cell inh: cellular human IDE inhibition; P14735; HEK cells, FAbetaB cleavage, fluorescence polarization; inhibition, % at 5.59 µM; hit rate 0.41% among 320,000; AID 434962;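 active means percent inhibition above the average of all tested compounds plus 3 SD, set per screening campaign, cut at about 16% in these data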;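 further: IDE supplied by intact live HEK cells; FP after avidin binding of uncleaved biotin substrate so inhibition keeps polarization high; 0% = DMSO wells and 100% = 60 µM reference IDE inhibitor Ii1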
# Target sequence (P14735 whole entry, looked up): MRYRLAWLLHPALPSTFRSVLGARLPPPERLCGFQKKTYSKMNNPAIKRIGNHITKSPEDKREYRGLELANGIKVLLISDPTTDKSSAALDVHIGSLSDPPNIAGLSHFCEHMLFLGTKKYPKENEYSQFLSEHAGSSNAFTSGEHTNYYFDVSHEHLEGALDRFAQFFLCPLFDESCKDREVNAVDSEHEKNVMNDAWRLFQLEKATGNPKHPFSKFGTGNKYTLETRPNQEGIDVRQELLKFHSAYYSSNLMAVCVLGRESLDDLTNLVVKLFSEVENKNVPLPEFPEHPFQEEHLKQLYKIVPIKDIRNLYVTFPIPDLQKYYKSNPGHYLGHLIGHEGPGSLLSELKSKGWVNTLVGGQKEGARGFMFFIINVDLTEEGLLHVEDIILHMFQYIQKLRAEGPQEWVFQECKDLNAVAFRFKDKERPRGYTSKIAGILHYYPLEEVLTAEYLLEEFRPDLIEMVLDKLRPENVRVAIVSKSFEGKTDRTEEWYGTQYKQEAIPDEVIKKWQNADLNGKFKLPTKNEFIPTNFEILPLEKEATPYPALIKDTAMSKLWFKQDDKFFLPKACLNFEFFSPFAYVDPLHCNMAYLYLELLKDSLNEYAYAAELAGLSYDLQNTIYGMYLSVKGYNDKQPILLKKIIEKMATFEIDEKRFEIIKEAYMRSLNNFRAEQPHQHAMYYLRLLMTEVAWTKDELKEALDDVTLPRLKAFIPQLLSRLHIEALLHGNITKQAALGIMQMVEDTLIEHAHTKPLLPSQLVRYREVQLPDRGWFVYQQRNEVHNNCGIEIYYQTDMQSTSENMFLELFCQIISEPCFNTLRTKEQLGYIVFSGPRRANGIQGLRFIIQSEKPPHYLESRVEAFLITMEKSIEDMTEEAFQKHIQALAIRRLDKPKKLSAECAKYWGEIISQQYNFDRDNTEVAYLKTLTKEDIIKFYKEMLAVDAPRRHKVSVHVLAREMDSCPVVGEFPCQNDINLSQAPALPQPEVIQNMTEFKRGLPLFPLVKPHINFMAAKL
# CHRM4 agonist: CHRM4 agonism in calcium assay | P08173 | CHO-K1 hM4/Gqi5, Fluo-8 calcium fluorescence; vehicle 0%, full acetylcholine response 100% | hit rate 0.14% among 360,000 | activation, % at 3 µM;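 active means activation above the run mean over all test wells plus 3 SD, cut at about 32% in these data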;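 further: peak over basal fluorescence ratio per well then scaled between controls; 0% = DMSO wells and 100% = acetylcholine at EC100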
# M4 PAM: positive allosteric modulators of human muscarinic M4 receptor | CHO-K1 hM4/Gqi5, Fluo-8 calcium fluorescence, ACh EC20; 0% = ACh EC20, 100% = maximal ACh | hit rate 0.4% among 360,000 | activation, % at 3 µM;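 active means activation above its plate's cutoff, the mean activation of sample wells plus 3 SD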; further: some results filed as inactive read as strong as hits
# M4 antag: antagonists of human muscarinic M4 receptor (CHRM4). inhibition, % at 3 µM. hit rate 0.73% among 360,000. CHO-hM4 cells, ACh EC80, Fluo-8 calcium fluorescence. P08173;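 active means inhibition above its plate's cutoff, the mean inhibition of sample wells plus 3 SD, cut at about 27% in these data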;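 further: 0% = acetylcholine EC80 with DMSO and 100% = DMSO without agonist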
# CHRM5 antagonist: blocks acetylcholine activation of human M5 receptor | P08912 | inhibition, % at 3 µM | CHO-hM5 cells, Fluo-8 calcium fluorescence, ACh EC80 | AID 624040 | hit rate 0.59% among 360,000;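 active means inhibition above a per-plate cutoff, the mean of that plate's test compounds plus 3 SD, cut at about 27% in these data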;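 further: 0% = acetylcholine EC80 with DMSO and 100% = DMSO without agonist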
# CHRM5 agonist: agonists of human muscarinic M5 receptor (CHRM5); hit rate 0.19% among 360,000; P08912; CHO-K1 hM5 cells, Fluo-8 calcium fluorescence; 0% DMSO wells, 100% maximal acetylcholine response; activation, % at 3 µM;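 active means activation above the run's mean over test compounds plus 3 SD, cut at about 23% in these data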;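 further: signal is peak over basal fluorescence ratio across the kinetic read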
# CRFBP-R2 agonist: CRF-BP/CRF-R2 complex agonism | HEK293 CRF-R2/CRF-BP, calcium dye fluorescence (FLIPR); percent of saturating CRF peptide response | activation, % at 13.2 µM | hit rate 0.46% among 350,000;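 active means activation of at least 50%, plus an integration ratio under a set limit after plate pattern correction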;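 further: plate controls were neutral control wells without compound for no effect and CRF at EC100 for full effect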
# CRFR2-BP antag: blocks CRF-induced signaling of the CRF-BP/CRF-R2 complex; HEK293 CRF-R2/CRF-BP, CRF-induced calcium fluorescence; inhibition, % at 11.8 µM; AID 588475; hit rate 0.59% among 350,000;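 active means inhibition of the ligand-induced calcium signal above about 50% at the single tested concentration, limit read from the data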
# An asterisk follows results filed as active; nt = not tested or not shown.
SMILES,M5 PAM,IDE cell inh,CHRM4 agonist,M4 PAM,M4 antag,CHRM5 antagonist,CHRM5 agonist,CRFBP-R2 agonist,CRFR2-BP antag
O=C(CN(C(=O)CCC(=O)Nc1ccccn1)c1ccc(F)cc1)NCc1ccco1,-4,0,1,1,-9,18,-2,-0.6,2
CC(C)C(CCNC1CCN(C)CC1)c1ccc(Cl)cc1 (configuration not stated),-1,2,4,-8,5,3,-5,3.1,17
CC(=O)c1cccc(NC(=O)C2CC(=O)N(CCc3ccccc3)C2)c1 (configuration not stated),0,-1,2,-4,-4,2,-3,-0.6,14
O=C(CCn1c(=O)[nH]c2ccccc2c1=O)Nc1ccccc1,12,0,1,3,-1,-8,-9,1.0,4
Cc1ccc(NC(=O)c2ccccc2OCC(=O)c2ccc(F)cc2)cc1,5,0,-1,-9,22,-2,2,0.7,-25
N#CC1(NC(=O)COC(=O)c2nc(Cl)ccc2Cl)CCCCC1,-3,-1,1,13,-8,1,6,0.3,2
O=S(=O)(Nc1ccccn1)c1ccc(C2CCCCC2)cc1,-2,-4,9,4,-10,-1,4,-0.7,-20
Cc1cccc(NC(=O)COC(=O)CSc2ccccc2)c1C,4,-1,0,-2,0,-8,4,-1.0,-3
COc1ccc(S(=O)(=O)N2CCC(C(=O)NCCc3ccccc3)CC2)cc1OC,4,4,3,2,-7,-1,1,2.6,-9
COC(=O)[C@]1(Cc2ccccc2)N[C@H](CN(C)S(=O)(=O)c2ccc(OC)cc2)[C@@H]2C(=O)N(C)C(=O)[C@@H]21,0,-3,0,-2,3,2,1,-0.8,-1
Nn1cc(-c2ccccc2)nc1SCC(=O)N1CCN(S(=O)(=O)c2ccccc2)CC1,5,6,2,-5,1,1,-7,-0.4,10
CCCCn1c(SCN2C(=O)c3ccccc3C2=O)nc2cc(S(N)(=O)=O)ccc21,-5,nt,0,-4,6,1,0,1.4,36
CS(=O)(=O)/C(C#N)=C/c1cccn1S(=O)(=O)c1ccccc1,-4,8,1,-4,5,13,-5,-2.0,12
Cc1ccc(-c2nc(-c3ccccn3)no2)cc1[N+](=O)[O-],-3,4,1,-8,3,15,2,-1.3,2
COc1cccc(NC(=O)C2CCCC2)c1,-2,1,3,-1,-3,18,0,-1.7,2
CCOC(=O)c1c2c3c(cccc3[nH]c1=O)C(=O)c1ccccc1-2,6,0,1,3,-3,-5,0,7.3,-14
CSC1=NCCN1C(=O)Cc1cccc2ccccc12,4,2,1,-7,6,-5,1,-0.6,4
N#Cc1cccc(OC(=O)c2ccc3c(=O)n4c(nc3c2)CCC4)c1,4,2,2,-1,-1,4,4,-0.8,2
NC(=O)C1CCN(C(=O)C2CCC(=O)N(C3CCCCCC3)C2)CC1 (configuration not stated),6,4,1,15,-5,-1,-4,-2.0,9
O=C(O)c1[nH]c2ccccc2c1NS(=O)(=O)c1ccc(F)cc1,1,5,0,4,5,6,0,-0.5,-3
CCOCCn1c(=NC(=O)c2ccc(S(=O)(=O)N3CCOCC3)cc2)sc2cc(S(N)(=O)=O)ccc21,5,-1,3,10,-2,5,-2,0.1,10
O=C(Nc1ccc2c(c1)OCCO2)C(C1CC1)N1CCN(c2ccc(F)cc2)CC1 (configuration not stated),6,nt,2,8,-11,-8,1,nt,nt
CC1CN(S(=O)(=O)c2ccc(C(=O)Nc3ccc(S(=O)(=O)N4CCOCC4)cc3)cc2)CC(C)O1 (configuration not stated),2,6,4,-4,4,0,1,2.3,-10
COc1cccc(CNC(=O)Cn2ccc3cc(S(=O)(=O)N4CCC(C)CC4)ccc32)c1,-5,4,10,-9,1,7,-2,1.0,-8
O=C1c2ccccc2NC(c2cccc(O)c2)N1NS(=O)(=O)c1ccccc1 (configuration not stated),10,-1,2,6,3,-6,-2,-0.3,-2
Nc1ccccc1OCCOc1ccccc1N,-10,-2,0,-7,5,4,-4,-1.5,-7
COc1ccc2[nH]c(=O)c(CN(C(=O)c3ccco3)C3CCCCC3)cc2c1,0,2,2,11,-2,10,-2,-1.1,-17
CC(=O)Nc1ccc(NC(=O)COc2cccc3c2OC(C)(C)C3)cc1,3,4,1,-1,10,11,-1,-0.9,11
CSc1ncccc1C(=O)NCc1ccccc1Cl,-5,1,1,-7,2,21,-6,-0.6,27
COc1ccc(OC)c(/C=C/C(=O)Nc2cccc(S(=O)(=O)NC3=NCCCCC3)c2)c1,-12,2,8,1,-5,-7,0,0.3,3
CN1CCOc2c1cnn(CCO)c2=O,3,nt,2,-1,5,-1,0,nt,nt
Cc1ccc(-c2[nH]ncc2C(=O)c2ccccc2C)c(O)c1,2,7,0,-8,13,0,1,-1.2,9
CCOC(=O)c1cc(NC(=O)Nc2nc3ccccc3s2)c(C)nc1C,0,-1,1,9,-12,-2,-1,-0.6,4
Cc1nc2cc(NC(=O)c3ccc(S(=O)(=O)N(C)c4ccccc4)cc3)ccc2o1,-2,4,6,0,-1,11,2,-0.9,-7
COc1cccc(-c2sc3ccc(OC)cc3c2-c2cc(F)cc(OC)c2)c1,-2,0,30,7,-11,8,2,2.9,-5
CC(C)NC(=O)C1(C)CCCN1Cc1csc2ccccc12 (configuration not stated),8,nt,0,7,-18,-9,0,nt,nt
CCOc1ccc(C2c3c(oc4cc(C)c(C)cc4c3=O)C(=O)N2CCCN(C)C)cc1OC (configuration not stated),-2,3,1,0,-2,0,2,-1.1,11
CCN(CC)C(=O)Cn1cc(C(=O)C(=O)Nc2ccc3c(c2)OCCO3)c2ccccc21,-10,1,9,-11,-1,4,-5,3.5,16
CCNC(=O)C12CCC(C)(c3nc4cc(C)c(C)cc4nc31)C2(C)C (configuration not stated),6,-5,-1,1,6,2,1,-0.5,14
Cc1ccc(S(=O)(=O)NC(C)(C)CSc2nnc(N)s2)cc1,-3,-2,1,1,8,-11,1,0.4,12
CCCCc1nc2ccc(F)cc2cc1C,-1,nt,-1,1,-4,4,1,nt,nt
c1csc(-c2noc(COc3ccc4c(c3)CCCC4)n2)c1,-13,2,0,3,-8,11,-1,6.9,-7
O=c1cc(-c2ccc(O)c(-c3c(O)cc(O)c4c(=O)cc(-c5ccc(O)cc5)oc34)c2)oc2cc(O)cc(O)c12,4,-1,2,3,4,0,4,-1.2,-1
O=C(Nc1ccc(OC(F)(F)F)cc1)Oc1ccccc1N1CCOCC1,-14,-3,10,-20,9,17,3,6.0,35
CCCN1CCN(C(=O)c2ccc(F)c(S(=O)(=O)N3CCOCC3)c2)CC1,3,-2,2,6,-3,-6,3,-0.2,5
O=C(O)c1ccccc1NS(=O)(=O)c1cccc2nsnc12,-2,0,0,1,3,13,-2,-1.1,2
S=c1[nH]nc(SCc2ccccc2)c2[nH]cnc12,-2,nt,3,2,0,19,0,2.1,11
NNC(=O)c1ccccc1OCCOc1ccccc1,4,0,2,-2,6,9,-1,0.4,-11
CCOC(=O)Cc1csc(SCC(=O)Nc2oc(C)c3c(C)n[nH]c(=O)c23)n1,3,0,-1,15,-6,4,0,-0.2,-8
COc1nccc(C(F)(F)F)c1C(=O)NC(=O)Nc1c(C)cccc1C,1,-2,1,-16,0,-1,2,0.5,-14
C[C@]12c3[nH]c4ccc(Cl)cc4c3CCN1C(=O)[C@@H](CC(=O)NCCN1CCOCC1)C[C@@H]2C(=O)N1CCOCC1,-1,nt,-1,-2,3,-3,1,0.1,28
O=C(N/N=C/c1ccc(F)c(F)c1)c1cccc(S(=O)(=O)N2CCCCC2)c1,0,-5,0,6,3,2,1,0.0,-4
COc1cc(C(=O)OCc2ccc([N+](=O)[O-])cc2)cc(OC)c1OC,-1,-5,6,3,-13,-2,0,-2.6,2
COc1ccc(-c2cnn3c(N)c(S(=O)(=O)c4ccccc4)cnc23)cc1,-16,6,0,7,-1,17,-2,0.1,-7
NC(=O)SCC(=O)Nc1ccc(Cl)c(Cl)c1,3,8,11,-4,15,6,9,2.5,-32
CCC(C)n1[nH]c(=O)cc1N (configuration not stated),-3,-1,1,6,-10,3,-1,1.0,1
Cc1ccc(S(=O)(=O)Cn2nnnc2C(C(C)C)N2CCN(c3nc4ccccc4s3)CC2)cc1 (configuration not stated),-3,-5,1,8,0,-1,-4,7.0,15
CCOC(=O)c1ccc(S(=O)(=O)N2CCC(C(=O)O)CC2)cc1,7,-5,1,27,-10,-6,2,-2.2,-10
COc1cccc(-c2nn(-c3ccccc3)cc2CN(C)Cc2ccno2)c1,7,2,6,-8,2,6,-1,0.0,-22
O=C(CN(C(=O)c1csnn1)c1cccc(F)c1)NC1CCCC1,-1,2,1,2,-4,8,-1,-1.0,12

# Profiles, quoted from the list. Order of screens: M5 PAM | IDE cell inh | CHRM4 agonist | M4 PAM | M4 antag | CHRM5 antagonist | CHRM5 agonist | CRFBP-R2 agonist | CRFR2-BP antag
# Listed for CC(=O)Nc1ccc(NC(=O)COc2cccc3c2OC(C)(C)C3)cc1 → 3 | 4 | 1 | -1 | 10 | 11 | -1 | -0.9 | 11
# Listed for NC(=O)SCC(=O)Nc1ccc(Cl)c(Cl)c1 → 3 | 8 | 11 | -4 | 15 | 6 | 9 | 2.5 | -32
# Listed for CCOc1ccc(C2c3c(oc4cc(C)c(C)cc4c3=O)C(=O)N2CCCN(C)C)cc1OC (configuration not stated) → -2 | 3 | 1 | 0 | -2 | 0 | 2 | -1.1 | 11

# By substructure: the entries above with a nitro group on carbon
SMILES,M5 PAM,IDE cell inh,CHRM4 agonist,M4 PAM,M4 antag,CHRM5 antagonist,CHRM5 agonist,CRFBP-R2 agonist,CRFR2-BP antag
Cc1ccc(-c2nc(-c3ccccn3)no2)cc1[N+](=O)[O-],-3,4,1,-8,3,15,2,-1.3,2
COc1cc(C(=O)OCc2ccc([N+](=O)[O-])cc2)cc(OC)c1OC,-1,-5,6,3,-13,-2,0,-2.6,2

# Going on with the list:
SMILES,M5 PAM,IDE cell inh,CHRM4 agonist,M4 PAM,M4 antag,CHRM5 antagonist,CHRM5 agonist,CRFBP-R2 agonist,CRFR2-BP antag
CS(=O)(=O)Nc1ccc(-c2n[nH]c(=S)n2-c2ccccc2)cc1,2,1,0,4,-7,-5,2,-0.7,-13
O=c1cc(CO)oc(CN2CCN(c3cccc(C(F)(F)F)c3)CC2)c1O,10,-4,3,9,-1,-8,-9,-1.4,-1
Cc1ccc(-n2c(-c3ccc(Cl)cc3Cl)n[nH]c2=S)cc1,7,1,0,4,-9,10,-6,-2.8,1
CCOC(=O)c1sc2nc(C)[nH]c(=S)c2c1C,-7,nt,1,2,-1,-1,-7,-1.8,36
O=C(COc1ccc(F)cc1)Nc1cc(Cl)ccc1-n1cncn1,7,-1,3,7,-13,-14,-2,-1.2,-1
CCCCc1nc2sc3c(c2c(=O)[nH]1)CCC3,4,11,0,7,-18,-8,-3,-2.1,3
CC(=O)Nc1cccc(C(=O)N/N=C/c2c[nH]c3ccccc23)c1,-2,3,1,3,-2,7,-3,-0.8,1
COc1ccc(CN2CCNC(=O)C2CC(=O)NCc2cn[nH]c2-c2ccccc2)c(F)c1 (configuration not stated),1,-2,2,-3,7,10,-1,-0.8,0
CCC(C)NC(=O)C1c2ccccc2C(=O)N1Cc1ccccc1OC (configuration not stated),30*,-3,0,11,-8,-12,3,0.6,-6
COc1ccc(OC)c2c(C)cc(NCCN3CCOCC3)nc12,1,7,0,1,11,7,0,-1.8,6
CC(=O)Nc1cccc(NC(=O)c2cccc(-c3ccc(O)cc3)c2)c1,-8,5,11,-5,-11,6,-2,12,-44
Cc1cccc(NC(=O)CN2C(=O)c3ccccc3S2(=O)=O)n1,-6,-9,1,0,3,12,3,-1.4,2
